# BL2 CD40 inh – CD40 pathway inhibition in BL2 cells. AID 1053188. actives 0.94% (n = 83,000). inhibition, % at 10 µM. BL2 NF-kB luciferase reporter, CD40L-induced, 4 h;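 active = mean inhibition of at least 50% with a set share of replicates also reaching that level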;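 note: 0% = neutral control wells and 100% = IKK inhibitor VII at 50 µM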
# An asterisk follows results filed as active; [ ] = remark or other dose. Not all compounds are listed; rates above refer to the full screens.
BL2 CD40 inh	Compound
-1.6	CCC(=O)N1[C@H](CN(C)C(C)=O)[C@H](c2ccc(-c3cccnc3)cc2)[C@@H]1CO
-4.8	CN1CCN(C(=O)C[C@@H]2C[C@H]3c4cc(NC(=O)NC5CCCCC5)ccc4O[C@H]3[C@H](CO)O2)CC1
-3.7	CCN(Cc1ccccc1)C(=O)COC(=O)CNC(=O)c1ccc(C)s1
6.5	Cc1cc(C)cc(NC(=S)NC2CC3CCCC(C2)N3C2CC2)c1 (stereo not drawn)
4.1	CCOc1ccc(NC(=O)CN(C)c2nnnn2-c2ccccc2)cc1OCC
-17.6	COCCc1nc2ccc(C(=O)NCc3cccc(-n4cccn4)c3)cc2o1
13.4	COc1ccc(Oc2nc3ccccc3n3cccc23)cc1
-1.3	CC1CCCCC12NC(=O)N(CC(=O)N1CCN(S(=O)(=O)c3ccc4c(c3)CCC4)CC1)C2=O (stereo not drawn)
6.2	O=[N+]([O-])c1cc(C(F)(F)F)cc([N+](=O)[O-])c1N1CCCNCC1
-1.4	CCCNC(=O)N1[C@H](CO)[C@@H](c2ccccc2)[C@@H]1CNC(=O)c1cccc(F)c1
7.0	CCOC(=O)N1CCN(C(=O)c2c(-c3ccccc3)noc2C)CC1
43.6	CN(C)C(=O)c1cccc(-c2ccc3c(c2)[C@@H]2[C@@H](CCN2C(=O)C2CCCC2)[C@H](CO)N3)c1
-43.8	Cc1ccc(C(=O)OCc2cc(=O)n3c(C)csc3n2)s1
-14.8	CSc1ncccc1C(=O)OCC(=O)c1ccccc1
6.0	O=C(NCCc1ccccn1)C1CCN(S(=O)(=O)c2ccc3ccccc3c2)CC1
5.2	Cc1ccc(NC(=O)CN(C)S(=O)(=O)c2cccc3nsnc23)cc1
-3.5	Cc1ccc(NCCC(=O)c2ccccc2)cc1Cl
-44.5	CC1(C)Cc2c(sc3nc(-c4ccccc4)n(N)c(=O)c23)CO1
2.9	CN(CC(=O)Nc1ccc(F)cc1)C(=O)COC(=O)CSc1ccc(F)cc1
3.6	COc1ccc(CCC(=O)N2CCN(S(=O)(=O)c3cccc(Cl)c3)CC2)cc1
-6.5	C[C@@H]1CN([C@H](C)CO)C(=O)c2ccccc2-c2ccccc2CO[C@H]1CN(C)C(=O)Nc1ccccc1
-0.1	CC(=O)Nc1nc(SCCCc2ccccc2)n[nH]1
2.4	NS(=O)(=O)c1ccc(NC(=O)CSc2nc3ccccc3c(=O)n2Cc2ccncc2)cc1
7.6	CS(=O)(=O)c1ccc(NC(=O)c2cc3c(cc2Cl)N2CCCCCC2=NS3(=O)=O)cc1
-3.3	CC12CCC(=O)N1C(C(=O)Nc1nnc(SCc3ccccc3)s1)CS2 (stereo not drawn)
3.2	CCOc1ccc(Cc2nc(-c3nonc3N)no2)cc1OCC
0.9	NS(=O)(=O)c1cccc(NC(=O)COC(=O)c2cc([N+](=O)[O-])ccc2N2CCCC2)c1
-12.5	O=C(COC(=O)c1cc(=O)[nH]c2ccccc12)NCc1ccccc1
-67.9	Cc1ccn(-c2cccc(-n3ccc(C)n3)n2)n1
-5.7	N#C[C@@H]1[C@@H](c2ccc(C3=CCCCC3)cc2)[C@H](CO)N1C(=O)Cc1ccncc1
7.3	CCCC(=O)OCC(=O)Nc1cc(Cl)ccc1[N+](=O)[O-]
-24.1	CC(Sc1ncnc2sccc12)C(=O)Nc1ccc(S(N)(=O)=O)cc1 (stereo not drawn)
8.4	CN(C)C(=O)c1cc(Br)ccc1Cl
-9.3	O=C(c1cccs1)N1CCc2c([nH]c3ccccc23)C1c1ccccn1 (stereo not drawn)
3.8	O=C1SCCc2c1n(Cc1ccccc1)c1ccccc21
-12.5	Cc1cc(C)c(NC(=O)CSc2nc(=O)n3cc(C)ccc3n2)c(C)c1
25.0	Cc1nnsc1C(=O)N/N=C/c1ccccc1Cl
-10.4	CC(=O)Nc1cc(-c2ccc(N)cc2)cn2c(-c3cccc(C(F)(F)F)c3)cnc12
-0.7	COc1ccc(S(=O)(=O)NC(C)C(=O)NCc2cccnc2)cc1C (stereo not drawn)
-9.4	NC(=O)c1ccc[n+](CC(=O)c2ccc(Br)cc2)c1
11.5	COC(=O)c1sc(C(C)(C)C)cc1CS(=O)(=O)c1ccccn1
65.0*	OC(c1cc(-c2cccc(Cl)c2)nc2ccccc12)C1CCCCN1 (stereo not drawn)
36.6[25 µM]	CCC(=O)N1CCCCN2[C@H](CO)[C@@H](c3ccc(/C=C/c4ccccc4)cc3)[C@H]2C1
28.7	Cc1[nH]n(C)c(=O)c1C(=O)c1c(-c2ccccc2Cl)noc1C
-16.1[25 µM]	COC(=O)C[C@H]1CC[C@H]2[C@@H](COc3ccc(NC(=O)Nc4c(C)noc4C)cc3C(=O)N2C)O1
0.3	CCOc1ccc(/C=N/OCC(=O)NCc2ccc3c(c2)OCO3)cc1OC
-11.2[25 µM]	COc1ccccc1C#Cc1ccc([C@H]2[C@@H](CO)N3CCCCN(CCC(F)(F)F)C[C@@H]23)cc1
-11.4[25 µM]	O=C(c1ccccn1)N1CC[C@H]2[C@H](CO)Nc3ccc(C#Cc4cccnc4)cc3[C@H]21
4.2[25 µM]	O=C(C[C@H]1C[C@@H]2c3cc(NC(=O)Nc4ccccc4)ccc3O[C@@H]2[C@@H](CO)O1)NCc1ccccc1
2.1	CCC1CCCCN1C(=O)CN1C(=O)CSC1=O (stereo not drawn)

# Gathered by group: the compounds so far containing a nitro group on carbon (3)
BL2 CD40 inh	Compound
6.2	O=[N+]([O-])c1cc(C(F)(F)F)cc([N+](=O)[O-])c1N1CCCNCC1
0.9	NS(=O)(=O)c1cccc(NC(=O)COC(=O)c2cc([N+](=O)[O-])ccc2N2CCCC2)c1
7.3	CCCC(=O)OCC(=O)Nc1cc(Cl)ccc1[N+](=O)[O-]

# New compounds follow:
BL2 CD40 inh	Compound
-10.5	COc1ccccc1C(=O)OCC(=O)NC12CC3CC(CC(C3)C1)C2
-4.2	CN(CC(=O)Nc1ccc(N2CCOCC2)cc1)C(=O)C12CC3CC(CC(C3)C1)C2
-25.0	C(=N\N=C\c1cccnc1)/c1cccnc1
-1.3	Cc1ccc(S(=O)(=O)N(C)C[C@@H]2OCc3cn(nn3)CCCC(=O)N([C@H](C)CO)C[C@@H]2C)cc1
11.4	O=C(C1CC1)N1C[C@H]2[C@@H](c3ccccc31)[C@@H](CO)N2S(=O)(=O)c1ccccc1
-8.2	CCCNC(=O)Cn1cnc2sc(C(=O)N3CCN(c4ccc(F)cc4)CC3)c(C)c2c1=O
-162.8	O=C(NNC(=S)NC1CCCCC1)c1ccc(Cl)s1
3.1	CC(=O)c1ccc(S(=O)(=O)NCC(=O)Nc2nc3ccccc3[nH]2)cc1
-2.6	Cc1ccccc1OCC(=O)Nc1ccc(C(=O)Nc2ccccc2C(=O)O)cc1
-36.8	COc1cc2ccccc2cc1C(=O)NC1CCCC1
59.1*[25 µM]	C[C@H]1CN([C@@H](C)CO)C(=O)c2ccccc2-c2ccccc2CO[C@H]1CN(C)Cc1ccc(Oc2ccccc2)cc1
-0.3	Cc1sc2ncn3cnnc3c2c1C
-8.7	N#Cc1ccc(-c2csc(-c3ccno3)n2)cc1
9.1	CS(=O)(=O)N(CCc1ccccc1)CC(=O)NCc1ccccc1
1.8	CC(=O)N1CCN2C(=O)C1CCCC(=O)c1cc(C)ccc12 (stereo not drawn)
1.5[25 µM]	COc1ccccc1-c1ccc2n(c1=O)C[C@H]1[C@H](CO)[C@@H](C(=O)N(C)C)[C@@H]2N1C(=O)c1cccnc1
-12.8	CCc1sc(C(=O)Nc2ccccc2N2CCOCC2)cc1C
-10.2[25 µM]	C[C@H](CO)N1C[C@H](C)[C@H](CN(C)C(=O)Nc2cccc(F)c2)OCc2cnnn2CCCC1=O
4.5	OCCN1CCN(c2nc(NCc3ccco3)c3ccccc3n2)CC1
8.2	COc1ccc(NC(=O)c2ccc(NC(=O)CN3CCN(c4ccccc4)CC3)cc2)cc1
7.9	O=C(NCC1CCCN(Cc2nccs2)C1)c1cccc2ccccc12 (stereo not drawn)
20.6	CC(OC(=O)CCN=C1NS(=O)(=O)c2ccccc21)C(=O)NCc1ccccc1 (stereo not drawn)
17.6	CN(C)S(=O)(=O)Nc1cc(Cl)cc(Cl)c1
17.5	CCOC(=O)CNC(=O)C12CC3CC(CC(C3)C1)C2
-4.2	COc1cc(NC(=O)CNC(=O)Cn2cnc3sc(C)c(C)c3c2=O)cc(OC)c1OC
-79.4	O=C(CCCc1c[nH]c2ccccc12)N1CCCCCC1
3.2	COc1ccc(CSc2nnnn2Cc2ccccc2)cc1OC
19.0	O=C(OCC1COC(c2ccccc2)(c2ccccc2)O1)c1ccccc1 (stereo not drawn)
0.2	Cc1cccc(N2C(=O)CS/C2=N\NC(=O)c2ccc(Br)cc2)c1C
5.8	CC(OC(=O)CC1CCCC1)C(=O)Nc1ccc(Cl)cn1 (stereo not drawn)
9.9	CS(=O)(=O)c1ccc(Cl)c(NC(=O)COC(=O)CNC(=O)c2cccs2)c1
-3.7	CN(CC(=O)Nc1ccc(N2CCOCC2)cc1)C(=O)CCNC(=O)c1ccccc1Cl
9.9	CN1CCN(C(=O)c2ccc(N(C)S(=O)(=O)c3cccs3)cc2)CC1
-61.7	Cc1cc(N/N=C2/CCCc3ccccc32)nc2ccccc12
2.3	Cc1cc(NS(=O)(=O)c2ccc(NC(=O)c3cc4ccccc4o3)cc2)nc(C)n1
13.1	O=C(COC(=O)COc1ccccc1)Nc1cccnc1Cl
-5.6	Cc1c(C(=O)Nc2nnc(C3CC3)s2)oc2c(Cl)cccc12
11.1[25 µM]	COc1ccc2c3c([nH]c2c1)[C@@H](CO)N(Cc1ccc(Cl)cc1)CC31CN(S(C)(=O)=O)C1
21.0[25 µM]	C[C@H]1CN([C@@H](C)CO)C(=O)c2cccc(NC(=O)c3ccc(-c4nccs4)cc3)c2O[C@H]1CN(C)Cc1ccc(Cl)c(Cl)c1
5.9	COc1cc(OC)cc(C(=O)N[C@H](C(=O)Nc2nc3ccc(S(C)(=O)=O)cc3s2)C(C)C)c1

# Reformatted tab-delimited: part of the list above
SMILES	BL2 CD40 inh
CN(CC(=O)Nc1ccc(N2CCOCC2)cc1)C(=O)CCNC(=O)c1ccccc1Cl	-3.7
CN1CCN(C(=O)c2ccc(N(C)S(=O)(=O)c3cccs3)cc2)CC1	9.9
Cc1cc(N/N=C2/CCCc3ccccc32)nc2ccccc12	-61.7
Cc1cc(NS(=O)(=O)c2ccc(NC(=O)c3cc4ccccc4o3)cc2)nc(C)n1	2.3
O=C(COC(=O)COc1ccccc1)Nc1cccnc1Cl	13.1
Cc1c(C(=O)Nc2nnc(C3CC3)s2)oc2c(Cl)cccc12	-5.6
COc1ccc2c3c([nH]c2c1)[C@@H](CO)N(Cc1ccc(Cl)cc1)CC31CN(S(C)(=O)=O)C1	11.1[25 µM]

# Other records follow.
BL2 CD40 inh	Compound
10.2	O=C(C1CCCC1)N1CCN=C1SCc1cccc([N+](=O)[O-])c1
5.7	COC(=O)c1cnc2c(C(F)(F)F)cccc2c1OC
10.4	O=C(CC12CC3CC(CC(C3)C1)C2)N1CCCC1
2.9	Cc1ccc(CNC(=O)CN(C)S(=O)(=O)c2cccc3nsnc23)cc1
-72.6	COc1ccc(/C=C/c2nc3ccccc3n2Cc2ccc(OC)c(OC)c2)cc1
-32.5	N#C[C@H]1[C@H](c2ccc(C#Cc3cccc(F)c3)cc2)[C@H](CO)N1C(=O)C1CCCC1
-9.8	COc1ccc(Cc2nnc(SCC(=O)N(C)CC(=O)Nc3ccc(C)cc3)o2)cc1
1.0	COc1ccc(NC(=S)N(Cc2ccc(C(=O)O)cc2)Cc2ccc(OC)c(OC)c2)cc1
6.2	CC(=O)n1cc(Nc2ccccc2C(=O)O)c2ccccc21
4.2	Cc1ccn2c(CNCCn3cccn3)c(C(=O)N3CCCCCC3)nc2c1
6.2	CC(CNS(=O)(=O)c1ccccc1)Sc1ncccn1 (stereo not drawn)
1.7[25 µM]	COCC(=O)N1[C@@H]2c3ccc(C4=CCCCC4)c(=O)n3C[C@@H]2[C@@H](CO)[C@@H]1C(=O)N1CCN(C)CC1
9.6	CCOC(=O)c1ccc(CNC(=O)CCC(=O)O)cc1
-7.2	CC(C)(C)C(=O)Nc1ccc(C(=O)COC(=O)C2=COCCO2)cc1
2.6	COC(=O)C1CCN(C(=O)C2CCC(=O)N(CCCc3ccccc3)C2)CC1 (stereo not drawn)
96.2*	CC(=NNc1ccc2ccccc2n1)c1ccccc1O
-8.5[25 µM]	COc1ccc(S(=O)(=O)N2CC[C@@H]3[C@H](CO)Nc4ccc(-c5ccccc5F)cc4[C@@H]32)cc1
12.8	c1cn(-c2ccc(-c3ccnc4ncnn34)cc2)cn1
18.7[25 µM]	N#C[C@H]1[C@@H](c2ccc(C#CCC3CCCC3)cc2)[C@H](CO)N1C(=O)c1ccccn1
2.5	O=C1Nc2ccccc2C(O)(C(=O)NC2CC2)N1c1ccc(Cl)c(Cl)c1 (stereo not drawn)
1.2	O=C(NNC(=O)C1CC1c1ccccc1)Nc1cccc(Cl)c1 (stereo not drawn)
10.1	O=C(COc1ccccc1)Nc1ccccc1NS(=O)(=O)c1cccs1
-8.2	CC(=O)Nc1ccc(-c2ccnc3c2CC(C(=O)NCc2cccc(Cl)c2)O3)cc1 (stereo not drawn)
-14.8	CCOC(=O)N1CCC(Nc2ncnc3c2cnn3-c2ccccc2)CC1
5.7	O=C(COC(=O)COc1ccccc1)NCc1ccco1
1.0	CC1=C(C(=O)c2ccccc2)C(c2cccc([N+](=O)[O-])c2)NC(=S)N1 (stereo not drawn)
-101.5	O=C(O)CC1=C(Nc2ccccc2)C(=O)N(c2ccccc2)C1c1ccc(Br)cc1 (stereo not drawn)
-5.6[25 µM]	CCCC(=O)Nc1ccc2c(c1)C(=O)N(C)[C@H]1CC[C@@H](CC(=O)NCc3cccc(F)c3)O[C@H]1CO2
5.6	O=C(Cc1ncc(C(F)(F)F)cc1Cl)NCCc1ccccc1
-0.9[25 µM]	O=C(Nc1ccc2c(c1)[C@H]1C[C@H](CC(=O)N3CCc4ccccc4C3)O[C@H](CO)[C@H]1O2)C1CCOCC1
2.2[25 µM]	COCCNC(=O)C[C@H]1CC[C@H]2[C@@H](COC[C@@H](O)CN2C(=O)c2cc(Cl)cc(Cl)c2)O1
0.6	O=[N+]([O-])c1ccc(Cc2ccccn2)cc1

# Compound activity as filed in PubChem BioAssay.
